PglD inh = C. jejuni PglD acetyltransferase inhibitors, primary screen, biochemical, DTNB colorimetric, single point; UDP-N-acetylbacillosamine N-acetyltransferase PglD (Campylobacter jejuni); purified PglD enzyme, DTNB colorimetric CoA detection; inhibition, % at 12.5 µM; hit rate 0.098% among 360,000; AID 602405, 2012; in the data active = inhibition above about 16%, passing the limit was not always enough; note: strong numbers were not always called active
LGR2 inh = inhibitors of bursicon-induced LGR2 CRE-luciferase signal, primary screen, cell-based, HEK293, CRE-luciferase reporter, bursicon stimulation. Drosophila bursicon receptor LGR2 (rickets). bursicon-stimulated, 4 h. inhibition, % at 9.99 µM. hit rate 0.35% among 380,000. AID 720647, 2013;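 active = drop in luminescence signal, shown as inhibition above about 50% in the replicate tests, limit read from the data, passing the limit was not always enough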;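 note: agonist challenge used bursicon conditioned medium at about half maximal strength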
PAX8 inh HTS = inhibitors of PAX8-driven TPO luciferase reporter, primary screen, RMG-I cells, single concentration; SteadyGlo, 24 h; inhibition, % at 12.6 µM; hit rate 1.2% among 360,000;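 active = mean replicate inhibition at least 60% with every replicate also reaching 60%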;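 note: luciferase light reporting Pax8 driven TPO promoter activity; plate controls were median of neutral control wells for no effect and mitoxantrone controls for full effect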
ARNT-TACC3 inh = disruptors of ARNT/TACC3 protein interaction, primary screen, biochemical, AlphaScreen, single concentration; inhibition, % at 9.99 µM; hit rate 0.66% among 390,000; Transforming acidic coiled-coil-containing protein 3 (Homo sapiens), Q9Y6A5; AlphaScreen His-ARNT PAS-B/GST-TACC3 binding, luminescence; TACC3 fragment carries E629A point mutation;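 active = mean inhibition of replicates at least 50% and at least half of replicates each reaching 50%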;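 note: 0% = complete ARNT plus TACC3 wells and 100% = ARNT alone without TACC3; many hits fall short of the cut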
Cneo AK release = Cryptococcus neoformans cell lysis inducers, primary screen, AK release luminescence, single concentration | hit rate 0.2% among 360,000 | C. neoformans lysis, adenylate kinase release luminescence, 4 h; normalised: neutral wells 0, clomiphene wells 100 | lysis activity, % at 15 µM;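 active = mean lysis activity across replicates of at least 80%, whatever share of replicates individually reach that level; inactive = mean lysis activity below 80%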
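Assay system: log-phase C. neoformans yeast / Quantity: yeast cell density of 5 × 10^6 cells/mL / Medium: fresh YPD growth medium / Compound: single dose / Timing: static 4 h at 37 °C with compound, 1 h detection / Measured by: adenylate kinase release luminescence / Read-out: lysis from increased AK signal / Benchmarks: Clomiphene as positive lysis control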
GSIS activator = GLuc luminescence reporter in INS-1E cells, primary screen for activators of glucose-dependent secretion of insulin; INS-1E GLuc reporter insulin secretion, 2-3 h; activation, % at 16.6 µM; hit rate 0.61% among 370,000;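 active = lowest replicate activation of at least 40%, so every replicate reaches that level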;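 note: 0% = median of neutral control wells and 100% = median of IBMX positive control wells; some compounds called inactive have numbers as strong as hits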
PGC1a acetyl inh = inhibitors of PGC1a acetylation signal, primary screen, cell-based, U2OS, AlphaScreen, inhibitor mode. hit rate 0.17% among 350,000. inhibition, % at 15.6 µM. AID 651687, 2012. AlphaScreen anti-acetyl-lysine; with virally co-expressed GCN5 acetyltransferase;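 active = every replicate shows inhibition of at least 40%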;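 note: 0% = neutral control wells and 100% = positive control wells; some results beyond the cut were filed as inactive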
Statin myotox sup = suppressors of statin myotoxicity in C2C12 myotubes, primary screen, cell-based, single point, plate reader; rescue of ATP level, % at 7.49 µM; AID 602340, 2012; C2C12 myotubes + simvastatin, ATP luminescence, 48 h; scaled: DMSO 0, geranylgeraniol control 100; hit rate 0.78% among 330,000;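 active = mean ATP rescue above about 67%, or every replicate alone reaching that limit, limit read from the data, passing the limit was not always enough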;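 note: myotubes were challenged with 10 µM simvastatin during compound exposure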
Starred values were filed as active, the others as inactive; x = no result given; & = joins results of further samples.

SMILES	PglD inh	LGR2 inh	PAX8 inh HTS	ARNT-TACC3 inh	Cneo AK release	GSIS activator	PGC1a acetyl inh	Statin myotox sup
COC(=O)c1ccc(CSc2ncnc3c2nnn3-c2ccc(OC)cc2)o1	-2.4	x	x	4.8	0.0	x	15.1	8.3
COc1ccc(OC)c(C2C(C(=O)N(C)C)=C(C)Nc3nc4ccccc4n32)c1 (stereo not drawn)	-2.6	x	x	4.3	1.5	x	1.8	19.8
CCC(=O)N/N=C(\C)CC(=O)Nc1ccc2ccccc2c1	-4.0	x	8.3	41.5	4.3	x	-8.4	-3.1
COc1cccc(-c2nc(OC(C)C)c3ccccc3n2)c1	-5.4	x	x	-4.3	7.2	x	6.6	x
COc1ccc(C(=O)/C=C/Nc2ccc(S(=O)(=O)Nc3nc(C)cc(C)n3)cc2)c(OC)c1	-1.0	13.6	-15.7	1.8	-1.5	0.6	2.0	-19.3
Cc1cccc(NC(=O)Nc2cccc3ccccc23)c1	-4.2	-2.1	-14.0	-1.0	0.3	20.9	-3.9	-1.1
COC(=O)CCCCCCCCC(=O)Nc1nc2ccccc2s1	-1.3	x	23.3	-7.0	-1.1	x	7.2	x
CN(Cc1ccccc1)C(=O)c1[nH]cnc1C(=O)Nc1ccccc1F	-6.7	3.3	-7.4	x	-1.2	16.7	x	1.7
CN(C)CCNC(=O)CNC(=S)N(Cc1ccccc1)Cc1cccnc1	-0.6	-10.7	x	0.2	10.1	3.8	-5.9	x
Cc1ccc2[nH]c3c(=O)n(CCN4CCOCC4)cnc3c2c1	2.9	-30.8	x	-0.5	-1.5	-4.0	11.2	-18.6
CCN(c1ccccc1)c1nc(=O)c2cccnc2s1	-1.9	x	-6.7	-12.9	-0.1	7.6	x	14.1
CN(C)c1ccc(C(=S)N2CCN(C(=S)Nc3ccc(Cl)cc3)CC2)cc1	-1.9	-1.8	14.8	-2.0	-0.7	1.5	9.4	-6.0
CC(=O)c1cc2c(cc1NC(=O)CN1CCC(Cc3ccccc3)CC1)OCO2	-1.0	x	x	6.3	2.7	x	0.1	-8.8
N#Cc1ccc(-c2ccccc2)nc1Sc1ccc(F)cc1	1.5	x	x	-0.7	-2.9	x	x	-61.3
CCN(CC)C(=O)CSc1nc(C)cc(C)n1	x	19.4	-0.2	x	x	-36.2	6.2	x
C=CC[C@@H](CC(=O)N[C@@H](CO)Cc1ccccc1)C(=O)NC[C@@H](OC(=O)[C@@H](CC=C)Cc1ccc(F)cc1)c1ccccc1	-3.9	4.4	-20.0	-3.2	-1.2	-0.3	x	-6.6
COc1ccc(S(=O)(=O)Nc2ccc3c(c2)C(=O)N([C@@H](C)CO)C[C@@H](C)[C@@H](CN(C)S(=O)(=O)c2ccccc2)OCCCC[C@H](C)O3)cc1	x	4.7	13.5	x	x	-11.4	2.3	x
O=C(C[C@@H]1C[C@@H]2c3cc(NC(=O)c4ccc5c(c4)OCO5)ccc3O[C@@H]2[C@@H](CO)O1)NCc1cc(F)ccc1F	-0.2	1.8	-13.1	-3.2	-1.8	-3.1	-2.4	14.1
O=C(Cc1ccccc1)N/N=C/C=C/c1ccccc1[N+](=O)[O-]	-6.0	-38.0	-75.8	x	-0.9	2.3	-5.3	x
C[C@H]1CN([C@@H](C)CO)C(=O)c2cccc(NS(=O)(=O)c3ccccc3)c2O[C@@H]1CN(C)S(=O)(=O)c1ccc(Cl)cc1	1.9	7.4	2.8	x	4.6	3.3	20.0	-4.4
C[C@H](CO)N1C[C@H](C)[C@@H](CN(C)Cc2cccnc2)Oc2ncc(C3=CCCCC3)cc2C1=O	-2.2	11.6	-12.9	-3.8	49.4	-4.0	-28.9	-13.5
O=C(CNC(=O)c1ccc(Br)cc1)NCC(=O)OCC(=O)c1ccccc1	x	9.6	12.8	-3.4	x	1.8	x	x
CCc1ccc2oc(-c3cccc(NC(=O)c4cccnc4)c3)nc2c1	-7.4	x	x	-0.5	-2.9	x	-17.2	-32.5
CCN1CCN(CC(=O)Nc2nc3ccc(OC)cc3s2)CC1	2.4	x	x	-6.2	2.6	x	-10.9	4.8
O=C(Nc1ccccc1)Nc1ccc2ccccc2c1	x	-38.8	-177.6	2.8	x	7.9	10.8	x
CC1(C)CC(NC(=O)C23CCC(C)(/C(=N/O)C2)C3(C)C)CC(C)(C)N1 (stereo not drawn)	-15.1	x	x	-16.1	8.2	x	x	-1.1
CCCCCn1c(CN2CCN(C(=O)OCC)CC2)nc2c1c(=O)[nH]c(=O)n2C	-0.9	x	x	11.7	3.8	x	9.4	11.6
CCOC(=O)c1c(-c2ccco2)csc1NC(=O)COC(=O)c1cnccn1	-2.8	3.2	9.5	-1.0	0.7	15.0	-61.3	-4.0
O=C(NN1CCOCC1)c1cc(-c2cccs2)nc2ccccc12	-0.5	-7.1	-18.1	-1.8	-0.6	15.4	1.4	x
Cc1cccc2cc(C3CC(c4cccs4)=NN3S(C)(=O)=O)c(Cl)nc12 (stereo not drawn)	2.7	9.5	3.4	-4.9	11.2	7.6	-8.2	17.1
COc1cccc(NC2c3ccccc3C(=O)N2Cc2ccccc2Cl)c1 (stereo not drawn)	-5.1	20.2	1.7	10.0	0.4	-2.1	0.5	x
Cc1ccc(S(=O)(=O)N(C)c2ccc(C(=O)NCC3CCCO3)cc2)cc1 (stereo not drawn)	3.8	x	x	-5.0	0.9	x	-0.4	-3.3
C[C@H]1CCCCO[C@H](CN(C)C(=O)CCC(F)(F)F)[C@@H](C)CN([C@@H](C)CO)C(=O)c2cc(NC(=O)c3ccncc3)ccc2O1	1.3	-11.2	-2.1	-1.3	-1.7	-4.9	8.3	x
Cc1noc(C)c1S(=O)(=O)Nc1ccc2c(c1)CC(=O)N([C@H](C)CO)C[C@H](C)[C@@H](CN(C)Cc1ccc(-c3ccccc3)cc1)O2	x	8.4	x	x	x	-33.8	-9.3	26.8
O=C(C[C@@H]1CC[C@@H](NC(=O)Nc2cccc(F)c2)[C@@H](CO)O1)NCC1CCCCC1	-5.5	-13.4&-4.5	5.9&-2.4	3.0	-2.0	-3.0&-16.2	-13.9	-2.1
O=C(Nc1ccc(Cl)cc1)Nc1nnc(SCc2ccccc2)s1	x	-34.9	-79.6	-7.1	x	13.2	11.5	x
CC(C(=O)NCCCc1ccccc1)n1cccc1C(=O)c1ccccc1 (stereo not drawn)	-0.3	2.4	16.2	-2.7	-0.7	2.2	x	32.8
C[C@@H]1CN([C@@H](C)CO)C(=O)c2cc(NC(=O)NC3CCCCC3)ccc2O[C@H]1CN(C)C(=O)Nc1ccc2c(c1)OCO2	3.8	4.2	-26.9	0.0	1.3	-2.9	7.1	12.6
COc1ccc(O)c(/C=N/NC(=O)CCC(=O)Nc2ccc(C)cc2)c1	3.4	8.4	-9.3	-1.8	-0.1	5.5	x	-7.0
CC(C)CC#Cc1ccc2c(c1)O[C@@H](CN(C)C(=O)c1cnccn1)[C@@H](C)CN([C@H](C)CO)S2(=O)=O	2.7	0.3	5.7	2.8	8.1	-11.2	-6.5	4.5

Profiles as entered above. Order of screens: PglD inh | LGR2 inh | PAX8 inh HTS | ARNT-TACC3 inh | Cneo AK release | GSIS activator | PGC1a acetyl inh | Statin myotox sup
CCN1CCN(CC(=O)Nc2nc3ccc(OC)cc3s2)CC1 is entered as 2.4 | x | x | -6.2 | 2.6 | x | -10.9 | 4.8
CCOC(=O)c1c(-c2ccco2)csc1NC(=O)COC(=O)c1cnccn1 is entered as -2.8 | 3.2 | 9.5 | -1.0 | 0.7 | 15.0 | -61.3 | -4.0
C[C@H](CO)N1C[C@H](C)[C@@H](CN(C)Cc2cccnc2)Oc2ncc(C3=CCCCC3)cc2C1=O is entered as -2.2 | 11.6 | -12.9 | -3.8 | 49.4 | -4.0 | -28.9 | -13.5
O=C(C[C@@H]1CC[C@@H](NC(=O)Nc2cccc(F)c2)[C@@H](CO)O1)NCC1CCCCC1 is entered as -5.5 | -13.4&-4.5 | 5.9&-2.4 | 3.0 | -2.0 | -3.0&-16.2 | -13.9 | -2.1
C[C@@H]1CN([C@@H](C)CO)C(=O)c2cc(NC(=O)NC3CCCCC3)ccc2O[C@H]1CN(C)C(=O)Nc1ccc2c(c1)OCO2 is entered as 3.8 | 4.2 | -26.9 | 0.0 | 1.3 | -2.9 | 7.1 | 12.6

The list goes on:
SMILES	PglD inh	LGR2 inh	PAX8 inh HTS	ARNT-TACC3 inh	Cneo AK release	GSIS activator	PGC1a acetyl inh	Statin myotox sup
COc1cccc(-c2nn(-c3ccccc3)cc2CN(C)Cc2ccon2)c1	-4.6	5.7	2.7	-1.9	-0.3	-7.9	7.9	-5.9
COc1ccc(NC2CCCN(C(=O)c3ccc4[nH]c(C)c(C)c4c3)C2)cc1 (stereo not drawn)	-5.5	-2.4	16.8	7.1	-0.8	6.7	-2.1	-5.3
Cc1ccc(-n2c(P(C)(=O)O)nc3ccccc32)cc1	-5.2	-1.5	-17.8	9.2	0.1	10.4	2.8	3.7
COC(=O)C1=C(C)Nc2nnnn2C1c1ccccc1Cl (stereo not drawn)	4.9	-8.6	x	1.2	0.2	26.9	-0.2	x
C[C@@H]1CN([C@@H](C)CO)S(=O)(=O)c2ccc(C#CC3CC3)cc2O[C@H]1CN(C)C(=O)c1cccnc1	2.9	-22.7	x	12.8	1.0	-5.4	-9.4	-10.5
CCOc1ccc(C(=O)Nc2nnc(SCC(=O)NCC3CCCO3)s2)cc1 (stereo not drawn)	-1.1	77.5*	-10.3	-4.1	-67.7	24.5	x	x
CC(C)(C)c1ccc(CSc2nnc(-c3ccccn3)n2Cc2ccco2)cc1	1.1	12.2	x	x	-3.4	-15.9	-8.4	x
C[C@@H]1CCCCO[C@@H](CN(C)S(=O)(=O)c2ccccc2)[C@H](C)CN([C@H](C)CO)C(=O)c2cc(NS(=O)(=O)c3ccccc3)ccc2O1	-0.9	-6.2	3.6	-0.2	-1.3	-7.8	-10.4	x
O=C(NCCO)C1COc2ccccc2O1 (stereo not drawn)	-4.2	24.5	6.9	-9.4	1.6	12.2	-1.3	2.9
O=C(C[C@H]1C[C@@H]2c3cc(NC(=O)c4cccnc4)ccc3O[C@@H]2[C@@H](CO)O1)NCc1ccccn1	-0.9	6.0	6.8	4.4	-1.7	10.4	2.3	-0.9
CC1=NN(c2ccccc2)C(=O)C1C=Nc1ccc(N(C)C)cc1 (stereo not drawn)	-5.0	4.9	-26.5	32.1	-6.3	-2.2	3.2	x
NS(=O)(=O)c1ccc(CCNc2ccn3nc(-c4cccc(C(F)(F)F)c4)cc3n2)cc1	-2.2	9.8	-29.8	x	-0.5	-35.7	-6.7	-4.8
Cc1nnc(SC(C)C(=O)NC2CCCCC2C)n1N (stereo not drawn)	x	-1.9	-10.3	-3.3	x	20.2	x	-8.6
Cc1ccc(-c2cc(C(=O)NNC(=O)c3csc(N4CCOCC4)n3)c3ccccc3n2)cc1	-3.1	-13.4	0.7	x	-3.7	0.0	-13.1	-1.4
CCCN(C)C[C@H]1Oc2cc(C#CC3(O)CCCC3)ccc2S(=O)(=O)N([C@@H](C)CO)C[C@H]1C	0.5	6.4	x	-5.7	-0.2	-4.2	-2.7	-1.3
O=C(CSc1nnc(-c2cccnc2)o1)N1CCCCC1	0.5	-0.1	-12.8	1.2	0.3	18.7	19.4	-3.4
NC(=O)c1cc2ccccc2o/c1=N/NC(=O)c1cccs1	-6.0	-9.3	-45.8	23.2	-0.7	28.4	x	15.1

Bioassay records (PubChem)
